# aSyn rescue: alpha-synuclein toxicity inhibition in yeast. Potency, µM (doses to about 46.1 µM), for inactives: at the highest dose growth rescue (activation), hits mostly activators. AID 652106. Yeast expressing alpha-synuclein, growth rescue, BacTiter-Glo, 24 h. 370,000 tested, 0.14% active; further: potency means the concentration at half of the fitted maximal effect; % of control where 0% means no effect; nearly all actives have a fitted effect of over 65% in size
#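 Rescue of yeast growth: cells expressing toxic alpha-synuclein, induced in galactose at OD600 0.02, incubated with compound 24 h at 30 C. ATP luminescence quantified growth; inhibitors of toxicity appear as activators.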
# FUS yeast rescue: rescues growth of FUS-expressing yeast. S. cerevisiae FUS-expressing, growth rescue, OD600, 24 h. 390,000 tested, 0.24% active. Potency, µM (top dose mostly 76.6 µM), for inactives: top-dose growth rescue (activation), actives largely listed as activators;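 further: potency means the concentration at half of the fitted maximal effect; plate controls were DMSO vehicle for no effect and reference control for full effect; nearly all actives have a fitted effect of over 55% in size; some results filed as inactive show a strong effect at the top dose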
#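 Quantitative HTS measuring growth restoration of FUS-toxic yeast. Galactose-induced cells (OD 0.005) were exposed 24hr at 30C to compounds at several concentrations, then absorbance at 600 nm was recorded.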
# WRN inhibitor: WRN helicase (human) inhibition; Q14191; WRN helicase unwinding, fluorescent forked duplex, kinetic; Potency, µM (highest dose often 114 µM), for inactives: at the highest dose activity change, negative = inhibition, hits mostly inhibitors; 360,000 tested, 0.46% active; AID 651768; further: potency means the concentration at half of the fitted maximal effect; on the % scale 0 is the no-effect control and ±100 the full control effect; nearly all actives have a fitted effect of over 55% in size
#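 Kinetic fluorescence helicase assay: unwinding of a quenched forked DNA duplex (100 nM final) with 2 mM ATP final raises red fluorescence (525/598 nm). Compounds sat 15 min at room temperature with 20 nM WRN beforehand.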
# EPAC1 ag: EPAC1 (human) agonism | Potency, µM (series often up to 154 µM), for the others: at the highest dose activation, usual class: activators | AID 720707 | O95398 | 360,000 tested, 0.073% active | EPAC1 agonist qHTS, biochemical assay; response scale: 100% = response to 6.5 mM cAMP; further: potency means the concentration at half of the fitted maximal effect; nearly all actives have a fitted effect of over 60% in size
# Target sequence (O95398 whole entry, looked up): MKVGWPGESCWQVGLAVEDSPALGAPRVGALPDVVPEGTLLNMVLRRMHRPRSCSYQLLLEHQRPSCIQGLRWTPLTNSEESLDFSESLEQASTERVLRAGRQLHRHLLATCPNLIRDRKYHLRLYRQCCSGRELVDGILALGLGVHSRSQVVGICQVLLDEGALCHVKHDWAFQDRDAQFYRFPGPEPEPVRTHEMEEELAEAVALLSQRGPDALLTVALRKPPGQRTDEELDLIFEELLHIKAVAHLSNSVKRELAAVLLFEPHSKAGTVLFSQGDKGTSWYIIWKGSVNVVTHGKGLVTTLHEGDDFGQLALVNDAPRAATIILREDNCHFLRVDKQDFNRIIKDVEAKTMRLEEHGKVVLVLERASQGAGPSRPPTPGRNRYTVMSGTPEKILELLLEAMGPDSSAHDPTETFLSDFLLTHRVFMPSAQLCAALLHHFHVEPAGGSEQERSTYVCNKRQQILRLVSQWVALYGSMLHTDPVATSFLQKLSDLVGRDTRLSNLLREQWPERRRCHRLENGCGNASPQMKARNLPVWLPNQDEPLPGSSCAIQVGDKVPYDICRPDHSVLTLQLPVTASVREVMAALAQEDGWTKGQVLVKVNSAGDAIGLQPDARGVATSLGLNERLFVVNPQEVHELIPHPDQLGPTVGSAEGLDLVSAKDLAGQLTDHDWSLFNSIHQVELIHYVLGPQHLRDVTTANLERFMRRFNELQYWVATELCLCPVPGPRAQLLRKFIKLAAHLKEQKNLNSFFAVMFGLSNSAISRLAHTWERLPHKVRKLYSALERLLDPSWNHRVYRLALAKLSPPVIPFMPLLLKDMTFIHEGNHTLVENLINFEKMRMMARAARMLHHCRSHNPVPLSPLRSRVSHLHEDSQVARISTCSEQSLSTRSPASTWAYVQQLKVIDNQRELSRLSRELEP
#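 Normalized to 6.5 mM cAMP, activity reflects EPAC1-catalysed release of BODIPY-GDP from Rap1B, followed kinetically over 30 min at 480 nm excitation, 540 nm emission. Reaction contained 100 nM EPAC1, 250 nM Rap1B-BODIPY-GDP, 50 uM GDP.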
# IL2 activator: IL-2 activation | 360,000 tested, 0.065% active | activation, % (series mostly up to about 46 µM) | IL-2 activation reporter assay, cell-based qHTS; stimulated with anti-CD3/CD4/CD28 beads; in transgenic mouse T cells | AID 652025; in the data active means activation above about 50%; inconclusive means mostly about 30% to 49%; further: 0% is about no effect
#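 First, unstimulated transgenic mouse T cells were exposed to compound for 60 min. Next, anti-CD3/anti-CD4-coated beads with anti-CD28 were added. Finally, after 18 h at 37 degrees C, EGFP and DsRed were imaged.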
# EPAC1 antag: blocks human EPAC1 exchange factor; O95398; EPAC1 GEF assay, Rap1b-BODIPY-GDP exchange fluorescence; Potency, µM (titrated, usually from 115 µM), for the others: top-dose activity change, negative = inhibition, actives largely listed as inhibitors; 360,000 tested, 0.14% active; AID 720709;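 further: potency means the concentration at half of the fitted maximal effect; plate controls were vehicle for no effect and positive control for full effect; nearly all actives have a fitted effect of over 50% in size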
# PLK1 PBD block: blocks phosphopeptide binding to human PLK1 polo-box domain | P53350 | Plk1 PBD binding of FITC phosphopeptide, fluorescence polarization | Potency, µM, for inactives: max response, negative = inhibition, most hits filed as inhibitors | 360,000 tested, 2.8% active; further: potency means the concentration at half of the fitted maximal effect; series mostly up to about 57 µM; on the % scale 0 is the no-effect control and ±100 the full control effect; nearly all actives have a fitted effect of over 65% in size
# PI5P4Ka inh: inhibitors of human PI5P4K alpha. P48426. max response, %. AID 652105. 330,000 tested, 1.2% active. PI5P4Kalpha enzyme, ADP-Glo luminescence, 60 min; stronger effect = lower value; active means max response of -50% or lower; inconclusive means between -30% and -50%; inactive means -30% or higher; further: value at the top dose of about 77 µM; on the % scale 0 is the no-effect control and ±100 the full control effect
#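 Quantitative HTS of the MLSMR library against PI5P4Kalpha with substrate. ATP added last at 5 microM final; room temperature, 60 minutes. Remaining ATP depleted, ADP converted and read as luminescence.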
# Abeta yeast res: A-beta toxicity reversal in yeast; yeast expressing A-beta42, growth rescue, OD600, 48 h; response scale: 0% DMSO, 100% iron-clioquinol control; Potency, µM (doses to about 46.1 µM), for inactives: top-dose growth rescue, usual class: activators; 410,000 tested, 0.063% active; AID 1347071; further: potency means the concentration at half of the fitted maximal effect; nearly all actives have a fitted effect of over 55% in size
#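 Growth rescue measured by 600 nm absorbance after 48 h yeast culture at 30 C with compound. Values normalized between DMSO and an equimolar ferric chloride plus clioquinol control.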
# An asterisk follows results filed as active; ? = inconclusive; · = not tested or not shown; [ ] = dose if it differs, or a comment. Unless noted, the call rests on the fitted dose curve; in most records, active means well fitted curve in the direction sought with a large enough effect; inconclusive means small, poorly fitted or top-dose-only effect, or another doubt; inactive means no such curve, though single readings can be large; an effect the other way counts as inactive or inconclusive.
item	Molecule	aSyn rescue	FUS yeast rescue	WRN inhibitor	EPAC1 ag	IL2 activator
1	CCOC(=O)N1CCC(NC(=O)CCc2cn(C)c3ccccc23)CC1	13.7%	6.2%	-10.6%	3.3%	0.1
2	C=CCOc1ccc(-c2nc3c(c(=O)[nH]c(=O)n3CCC)n2CCCC)cc1	0.2%	7.4%	7.9%	5.9%	0.4
3	Cc1ccc(C(=O)NCc2cccc(C(F)(F)F)c2)cc1S(=O)(=O)N1CCCCC1	0.9%	-4.9%	2.1%	-19.4%	2.0
4	CCN(c1ccc(NS(=O)(=O)c2cc(Cl)ccc2Cl)cc1)C(C)C	0.8%	-4.1%	-10.5%	15.7%	-0.4
5	c1ccc(CN2CCN(C(c3ccccc3)c3ccccc3)CC2)cc1	-7.6%	12.4%	-7.5%	6.3%	-1.1
6	CCN(CC)S(=O)(=O)c1ccc(-c2nnc(SCC(=O)Nc3nc(C)cs3)o2)cc1	-7.5%	17.1%	-5.6%	-4.6%	-1.2
7	COC(=O)C[N+](C)(C)CC#Cc1ccccc1	0.0%	·	3.5%	-15.3%	-2.6
8	COCCn1c(SCC(=O)Nc2cc(C)on2)nnc1-c1c[nH]c2ccccc12	0.4%	-14.1%	0.4%	4.0%	-1.3
9	CCOCC(O)CS(=O)(=O)c1ccccn1 (configuration not stated)	-5.9%	5.1%	2.4%	5.7%	0.0
10	O=C1c2ccccc2CC1Sc1nnc(-c2ccccn2)o1 (configuration not stated)	-1.0%	15.2%	?	11.6%	0.8
11	CSc1ncccc1C(=O)OCC(=O)C(C)(C)C	2.5%	-38.1%	-3.1%	0.9%	-0.5
12	Cc1nn(-c2ccccc2)c(C)c1NC(=O)COC(=O)CC(C)c1ccccc1 (configuration not stated)	2.5%	17.4%	4.4%	-7.1%	-2.1
13	COc1ccc(C(=O)NCCNC(=O)c2ccccn2)cc1	-0.2%	12.8%	1.6%	-4.2%	-0.6
14	Cc1ccc(S(=O)(=O)NC2CC(C)(C)NC(C)(C)C2)c(C)c1C	-10.1%	4.5%	-0.6%	5.6%	-1.0
15	Cc1cc(C)cc(NC(=O)C2CCC(CNC(=O)[C@@H]3Cc4ccccc4CN3)CC2)c1 (some centres not stated)	-3.4%	18.4%	1.1%	3.3%	0.2

item	EPAC1 antag	PLK1 PBD block	PI5P4Ka inh	Abeta yeast res
1	-4.1%	3.1%	·	-2.6%
2	-19.2%	-7.6%	-4.6	-9.1%
3	1.4%	5.5%	4.7	-5.8%
4	-18.1%	-6.7%	-6.4	6.0%
5	7.3%	6.2%	2.3	7.1%
6	7.7%	-1.5%	·	14.2%
7	8.0%	4.4%	21.0	-17.0%
8	7.7%	-12.2%	4.0	-3.5%
9	1.2%	2.3%	·	18.0%
10	-22.0%	23.8µM*	-17.1	0.8%
11	-4.6%	3.0%	-2.0	16.0%
12	15.0%	-3.8%	1.5	-4.0%
13	23.3%	-1.8%	3.7	-11.3%
14	2.8%	-6.6%	-3.9	9.1%
15	-16.1%	-23.5%	0.5	·

# The results go on:
item	Molecule	aSyn rescue	FUS yeast rescue	WRN inhibitor	EPAC1 ag	IL2 activator
16	COc1ccccc1Oc1cc(-n2nc(C)cc2C)ncn1	-14.3%	17.1%	-34.0%[57.1 µM]	3.3%	0.0
17	Cc1nn(C(=O)c2cccc([N+](=O)[O-])c2)c(C)c1Br	1.1%	-9.2%	-4.9%	10.5%	-0.2
18	CC(=O)NCCOc1nc(N2CCCCC2)nc(N2CCCCC2)n1	-4.3%	21.3%	-11.8%	-0.3%	-0.4
19	COc1ccc(NC(=O)c2ccc3c(c2)S(=O)(=O)N=C2CCCCCN23)cc1S(N)(=O)=O	-1.4%	20.7%	4.3%	-3.7%	0.9
20	Cc1ccc(CCNS(=O)(=O)c2ccc3c(c2)C(C)(C)C(=O)N3C)cc1	?	9.4%	-8.8%	-12.1%	-0.5
21	O=C(CC1C(=O)NCCN1C(=O)Nc1ccc(F)cc1)Nc1ccc(F)cc1 (configuration not stated)	-11.4%	-20.0%	-31.0%	-2.6%	1.9
22	CSCC[C@H](NC(=O)[C@H](Cc1ccccc1)n1c(=O)[nH]c2ccccc2c1=O)C(=O)NCC1CCC(C(=O)O)CC1 (some centres not stated)	5.7%	38.2%	0.1%	-6.6%	0.1
23	COC(=O)C1(C(=O)OC)C/C=C\CN(S(=O)(=O)c2ccccc2[N+](=O)[O-])CC1	-0.2%	-17.6%	2.1%	-4.9%	-0.5
24	O=C(NNC(=S)Nc1ccccc1)c1cccc(Br)c1	-7.5%	13.2%	0.9%	-13.2%	2.7
25	CC1CCCN(c2nc(NCc3ccco3)nc(N)c2[N+](=O)[O-])C1 (configuration not stated)	-0.9%	·	-19.4%	-5.1%	-0.5
26	Cc1nnc(NC(=O)CCC(=O)NC2CCCCCCC2)s1	3.6%	-1.9%	1.5%	2.1%	-1.8
27	Cc1ccccc1-n1c(SC(C)C(=O)NCC2CCCO2)nnc1-c1ccncc1 (configuration not stated)	-2.9%	5.1%	6.7%	10.9%	-2.6
28	Cc1ccc(NC(=O)c2cccc(C(F)(F)F)c2)cc1NC(=O)c1[nH]cnc1C(N)=O	-3.2%	-3.1%	-4.2%	13.1%	-0.5
29	OC[C@H]1O[C@@H](Oc2ccc3cc(Br)ccc3c2)[C@H](O)[C@@H](O)[C@H]1O	-4.7%	-12.4%	7.5%	-4.1%	0.8
30	O=C(Cc1ccc(S(=O)(=O)N2CCOCC2)s1)Oc1ccc(F)cc1	-3.2%	53.9%	-29.6%	-13.0%	2.8

item	EPAC1 antag	PLK1 PBD block	PI5P4Ka inh	Abeta yeast res
16	26.7%	0.4%	4.9	9.8%
17	7.5%	-19.8%	0.8	3.4%
18	8.3%	-10.1%	6.3	2.6%
19	2.8%	5.0%	2.8	-0.8%
20	?	4.9%	-1.3	4.6%
21	-26.4%	-6.1%	17.5	19.7%
22	1.0%	3.3%	0.2	0.3%
23	5.6%	4.1%	-1.4	10.4%
24	7.4%	?	·	15.8%
25	-2.1%	1.7%	11.7	26.0%
26	-0.3%	-5.3%	-4.2	2.1%
27	-23.6%	-3.7%	0.5	6.1%
28	-14.1%	-2.6%	-2.3	-1.5%
29	13.3%	1.5%	-8.8	-12.6%
30	-1.5%	-15.3%	4.4	-8.5%

# (listing goes on)
item	Molecule	aSyn rescue	FUS yeast rescue	WRN inhibitor	EPAC1 ag	IL2 activator
31	CCOC(=O)C(C)n1cnc2c(nnn2-c2cccc(Cl)c2)c1=O (configuration not stated)	2.3%	-1.4%	1.0%	-21.1%	-2.8
32	NNc1nccc(Nc2ccccc2C(=O)O)n1	-0.3%	?	?	-11.0%	0.3
33	Cc1ccc(C)c(-n2c(-c3csc(C)c3)n[nH]c2=S)c1	11.7%	17.5%	-30.8%	6.5%	-1.7
34	Cc1ccc2[nH]cc(C(=O)CN3CCC4(CC3)OCCO4)c2c1	-1.4%	29.1%	4.8%[57.1 µM]	2.0%	-2.3
35	COc1ccc(OCC(=O)N/N=C(\C)c2ccc(-n3ccnc3)cc2)cc1	-19.0%	·	16.2%	-2.8%	-0.2
36	NNc1nc(Nc2ccccc2)nc(N2CCCCC2)n1	0.1%	?	-8.5%	9.8%	0.4
37	CC(C)O/N=C1\C(=O)N(c2ccccc2)c2ccccc21	?	18.7%	-10.5%	11.3%	-0.6
38	O=c1[nH]c(=O)n(Cc2ccco2)c2c1C(C(F)(F)F)(C(F)(F)F)N=C(CCc1ccccc1)N2	-7.5%	18.6%	13.7%	-7.9%	-1.1
39	Cc1ccc(S(=O)(=O)N2CCN(C(=O)c3ccc(N4CCCC4)c([N+](=O)[O-])c3)CC2)cc1	-0.1%	5.5%	-29.7%	-10.2%	-0.3
40	CC(C)(C)c1nc2ccc([N+](=O)[O-])cc2[nH]1	-3.6%	-26.6%	5.9%	-9.8%	-6.5
41	O=C(c1cc(F)ccc1F)C1CCCN(C(=O)c2ccco2)C1 (configuration not stated)	5.3%	5.9%	-11.4%	-0.2%	1.7
42	CCN(CC)C(=O)Cn1cc(C(=O)C(=O)NCCc2ccccc2)c2ccccc21	-0.1%	-13.8%	1.0%	7.1%	-2.3
43	COC(=O)C1=CN(c2ccc(OC)cc2OC)C(N)=C(C#N)C1c1ccccc1F (configuration not stated)	-3.0%	-3.3%	-7.1%	-8.9%	1.8
44	CCC(C)(C)c1ccc(OCCCC[n+]2cccc(C)c2)c(C(C)(C)CC)c1	-26.8%	32.5%	-8.9%	-2.8%	-5.0

item	EPAC1 antag	PLK1 PBD block	PI5P4Ka inh	Abeta yeast res
31	?	-6.2%	-3.7	-22.1%
32	-23.1%	-7.9%	-54.5*	-1.9%
33	-1.7%	-19.6%	·	28.5%
34	-22.0%	-13.4%	0.1	5.0%
35	12.2%	-4.1%	-1.1	-10.9%
36	4.0%	-8.4%	·	-4.4%
37	-1.3%	-0.7%	-1.9	-15.6%
38	21.2%	-1.1%	·	5.3%
39	-6.4%	-16.3%	0.6	3.7%
40	4.7%	-3.7%	3.6	-10.5%
41	-7.2%	-0.4%	8.1	-4.8%
42	-28.0%	-7.2%	3.6	2.6%
43	-23.2%	-2.4%	-1.9	2.6%
44	2.3%	-16.3%	12.5	-90.4%[inhibitor]

# Complete entries, quoted from the list. Order of screens: aSyn rescue, FUS yeast rescue, WRN inhibitor, EPAC1 ag, IL2 activator, EPAC1 antag, PLK1 PBD block, PI5P4Ka inh, Abeta yeast res
# `O=c1[nH]c(=O)n(Cc2ccco2)c2c1C(C(F)(F)F)(C(F)(F)F)N=C(CCc1ccccc1)N2` is listed with -7.5%, 18.6%, 13.7%, -7.9%, -1.1, 21.2%, -1.1%, ·, 5.3%
# `Cc1ccc2[nH]cc(C(=O)CN3CCC4(CC3)OCCO4)c2c1` is listed with -1.4%, 29.1%, 4.8%[57.1 µM], 2.0%, -2.3, -22.0%, -13.4%, 0.1, 5.0%
